Screening data (PubChem)
ABHD5-PLIN5 inh: ABHD5-PLIN5 protein interaction inhibition. Split G. princeps luciferase complementation, luminescence, 4 h. inhibition, % at 4 µM. 360,000 tested, 0.78% active. AID 602281;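 active = inhibition above the mean inhibition across every tested compound plus 3 SD, cut at about 22% in these data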;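 also: 0% = DMSO only wells and the 100% control is not disclosed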
Glyco luc inh: blocks N-linked glycosylation in D54 reporter cells. D54 ERlucT glycosylation luciferase reporter, 24 h; percent of 100 nM tunicamycin response. AID 588692. reporter increase, % at 12.5 µM. 360,000 tested, 0.23% active;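 active = mean luciferase reporter signal, scaled so untreated is 0 and the glycosylation-blocking control 100, at or above a set limit in every replicate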;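 also: luciferase carries N-glycosylation sites so blocking glycosylation raises the light; 0% = median of neutral control wells and 100% = median of 100 nM tunicamycin wells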
H9c2 protect: protects H9c2 cardiomyocytes from peroxide injury | AID 588492 | 360,000 tested, 0.63% active | protection from H2O2 cell death, % at 20 µM | H2O2 injury protection, ATPLite, 2 h;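 active = compounds giving at least 50% protection of heart cells from peroxide-induced death in the single-dose screen, raw or plate-pattern-corrected value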;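 also: 0% = DMSO wells with peroxide and 100% = DMSO wells without peroxide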
Granule exo inh: lytic granule exocytosis inhibition; TALL-104 LAMP-1 surface exposure, flow cytometry; cells stimulated with thapsigargin and PMA; inhibition, % at 10 µM; 360,000 tested, 0.66% active;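 active = inhibition above about 55%, limit read from the data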
MC4R ag barr: agonists of human melanocortin 4 receptor (MC4R) beta-arrestin; 360,000 tested, 0.98% active; U2OS MC4R beta-arrestin complementation, luminescence; percent of melanotan II response, DMSO zero; AID 540308; activation, % at 8.9 µM;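 active = activation above a per-plate cutoff, the mean activation of sample wells on that plate plus 3 SD, cut at about 8% in these data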
Target sequence (P32245 whole entry, looked up): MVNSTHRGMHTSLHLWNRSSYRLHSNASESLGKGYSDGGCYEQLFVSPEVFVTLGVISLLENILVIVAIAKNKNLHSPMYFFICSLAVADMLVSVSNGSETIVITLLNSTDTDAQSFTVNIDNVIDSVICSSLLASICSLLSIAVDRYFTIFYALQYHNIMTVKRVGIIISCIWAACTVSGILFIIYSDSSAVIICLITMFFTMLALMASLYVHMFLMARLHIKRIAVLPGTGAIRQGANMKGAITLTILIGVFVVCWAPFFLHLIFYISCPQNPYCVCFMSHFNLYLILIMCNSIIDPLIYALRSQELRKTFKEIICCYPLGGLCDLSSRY
aDG glyco act: alpha-DG glycosylation activation | Pro5-aDG cells, alpha-DG glycosylation AlphaScreen (IIH6); 0% Pro5, 100% B10-LARGE cell signal | activation, % at 10 µM | 360,000 tested, 0.22% active;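 active = activation of at least 8% versus controls, or a plate z-score of at least 8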;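 also: Pro5 are CHO cells carrying HIG-tagged alpha-DG that lacks glycosylation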
iPSC survival up: increases survival of single human iPS cells | hiPSC single-cell survival, ATPlite luminescence; 100% = ROCK inhibitor wells, 0% = DMSO | survival enhancement, % at 20 µM | 360,000 tested, 0.044% active; in the data active = survival enhancement above about 18%;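 also: cells exposed to compounds for 16 hours before the ATP read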
m5-HT2A agonist: activates the mouse 5-HT2A serotonin receptor | P35363 | CHO-K1 mHTR2A beta-arrestin complementation, luminescence; percent of 30 µM serotonin response | activation, % at 7.6 µM | 360,000 tested, 0.66% active | AID 624169;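 active = activation above a run cutoff, the mean activation of all tested compounds plus 3 SD, cut at about 14% in these data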;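 also: 0% = plate median of compound wells and 100% = 30 µM serotonin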
Target sequence (P35363 whole entry, looked up): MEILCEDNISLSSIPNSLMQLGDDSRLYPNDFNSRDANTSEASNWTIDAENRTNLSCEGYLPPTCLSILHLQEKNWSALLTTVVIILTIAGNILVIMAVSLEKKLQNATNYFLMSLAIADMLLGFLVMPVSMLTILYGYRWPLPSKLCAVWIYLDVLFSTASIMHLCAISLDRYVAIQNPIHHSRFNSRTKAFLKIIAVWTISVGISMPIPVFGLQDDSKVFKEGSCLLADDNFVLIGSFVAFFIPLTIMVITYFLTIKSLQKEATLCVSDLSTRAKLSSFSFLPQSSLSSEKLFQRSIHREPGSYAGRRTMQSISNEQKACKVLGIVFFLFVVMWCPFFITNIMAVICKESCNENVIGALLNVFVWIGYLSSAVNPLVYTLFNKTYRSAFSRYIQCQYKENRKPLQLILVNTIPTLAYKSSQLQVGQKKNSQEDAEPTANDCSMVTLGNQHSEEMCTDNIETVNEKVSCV
ABCB6 inh 2: blocks the human ABCB6 transporter | Q9NP58 | K562-ABCB6 porphyrin accumulation, flow cytometry, 1 h; active compounds read low | fluorescence ratio to DMSO, % at 10 µM | 360,000 tested, 0.19% active | AID 602162;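 active = fluorescence ratio to DMSO below 75%, the collection mean minus 3 SD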;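 also: signal is porphyrin accumulated inside mitochondria; 100% equals median channel fluorescence of DMSO control wells; lower ratio means ABCB6 inhibition with less porphyrin fluorescence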
MC4R antag cAMP: antagonists of human melanocortin 4 receptor (MC4R); P32245; MC4R-expressing cells, MTII-stimulated cAMP, LANCE TR-FRET; inhibition, % at 6.5 µM; 360,000 tested, 0.48% active; AID 540295;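 active = inhibition above its plate's cutoff, the mean of tested wells on that plate plus 3 SD, cut at about 29% in these data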;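 also: 0% = Melanotan II alone and 100% = Melanotan II plus saturating MCL0020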
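System – human MC4R-expressing U2OS cells · Also added – Melanotan II · Dosing – one concentration, 6.5 µM nominal · Timing – 30-min compound, 1-h challenge, 1-h detection, room temperature · Measured by – Eu-cAMP/anti-cAMP TR-FRET, emission 671 nm · Replicates – singlicate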
* hit, by the source's call; nt = no result given.

SMILES	ABHD5-PLIN5 inh	Glyco luc inh	H9c2 protect	Granule exo inh	MC4R ag barr	aDG glyco act	iPSC survival up	m5-HT2A agonist	ABCB6 inh 2	MC4R antag cAMP
CCOc1ccccc1NC(=O)c1cc(S(=O)(=O)N2CCOCC2)ccc1C	-1	2	-1	-1	-2.3	0.0	-0.5	-3	96	8
CN(C)CCN1CCN(C2CN(Cc3cn(Cc4ccc(C(F)(F)F)cc4)nn3)S(=O)(=O)C2)CC1 (stereo not drawn)	-5	nt	nt	4	nt	0.1	-0.2	-1	100	nt
O=C(Nc1cccc2ncccc12)c1cc([N+](=O)[O-])ccc1Cl	1	11	4	1	-0.9	0.0	-0.2	-3	100	15
CC(OC(=O)c1cc2sccc2n1C)C(=O)NCCc1ccccc1 (stereo not drawn)	1	1	-1	2	1.6	0.1	-3.1	-2	101	-4
CCc1nc2c(OCCn3cccc3)cccn2c1N(C)C(=O)c1ccco1	5	0	4	1	-2.5	0.0	-2.8	3	92	-8
CCN(CC(=O)Nc1c(F)cccc1F)C(=O)CSc1nc2ccccc2o1	-1	1	6	8	-1.5	-0.1	-0.4	3	97	3
Fc1ccc(/C=N/n2c(-c3cccs3)n[nH]c2=S)cc1	1	1	0	-2	-0.3	0.3	-1.4	0	107	4
Cc1ccc(NC(=O)Cn2nc(-c3ccccc3)nc2-c2ccccc2)c(C)c1	3	0	-5	-8	17*	0.1	1.1	6	96	-1
CCOC(=O)c1cc2ccc(OC)c(OC)c2c(=O)s1	-9	2	2	0	-0.8	0.1	-2.3	-2	100	-1
O=C(O)c1cnn(-c2nc(-c3cccc(F)c3)cs2)c1C(F)(F)F	0	2	3	1	-2.1	0.1	-2.6	2	103	15
CC(=O)/C(N=Nc1cc2c(c([N+](=O)[O-])c1C)C(C)(C)CC2(C)C)=C(\C)O	2	-3	-4	-2	1.5	-0.3	-0.4	-15	104	1
COc1ccc(C(=O)NN/C(C)=C/C(=O)C(F)(F)C(F)(F)C(F)(F)F)cc1	0	0	7	0	-0.1	-0.3	-0.5	-2	106	16
Cc1cc(C(=O)CSc2nc(N)cc(N)n2)c(C)n1C1CC1	-4	0	0	0	-1.0	1.0	-0.6	1	96	-2
C=CCOc1ccc(/C(O)=C2/C(=O)C(=O)N(CCCn3ccnc3)C2c2ccco2)cc1 (stereo not drawn)	1	1	-4	11	-3.4	-0.1	2.4	3	100	-1
Cc1ccc(CN2CCN(CC(=O)NC(C)c3ccc4c(c3)OCCO4)C2=O)cc1 (stereo not drawn)	5	-2	-4	0	-1.0	0.6	0.9	-4	99	13
COc1ccc(C(=O)C2CCCN(C(=O)c3ccc4cc[nH]c4c3)C2)c(C)c1 (stereo not drawn)	-8	0	4	7	0.3	0.2	-0.6	-1	416	-5
COc1ccc(/C=N/Nc2cc(N3CCOCC3)nc(C)n2)c(OC)c1	2	3	5	0	-1.5	0.9	-0.4	-4	99	22
O=C(O)c1cnn2cc(-c3[nH]ncc3[N+](=O)[O-])cnc12	-4	-1	10	0	-0.6	-0.3	-1.4	8	98	0
CCOC(=O)CSc1n[nH]c(NC(=O)c2cccc(C(F)(F)F)c2)n1	1	-1	11	-1	-1.7	-0.1	2.9	3	105	16
O=C(Nc1ccccc1)c1ccccc1N=Cc1cccc(O)c1	2	3	1	-1	4.7	0.3	0.1	1	104	9
CCC(=O)N1CCc2cc(S(=O)(=O)NCCC(=O)Nc3ccccc3C)ccc21	2	1	-2	5	0.1	-0.2	6.5	3	97	4
O=C(NCC1CCCO1)C1CCCN(S(=O)(=O)c2ccc(Br)cc2)C1 (stereo not drawn)	-3	2	0	-3	-0.7	0.4	-0.4	2	98	1
CN1CCN(NC(=O)CN2C(=O)/C(=C/c3ccccc3Cl)SC2=S)CC1	-18	0	6	9	1.0	-0.1	2.9	-4	100	-4
Cc1nc(-c2ccc(Cl)cc2)sc1C1(C)CC(c2ccc(OC(F)(F)F)cc2)=NO1 (stereo not drawn)	-7	4	-12	1	1.8	-0.5	2.9	8	101	5
Nc1ccccc1Oc1ccc2ccccc2c1	-6	1	-2	2	-0.2	-0.1	-1.5	-2	97	4
Cc1cccc(-c2cnn(-c3ccccc3)c2N)c1	-2	1	-13	-1	-0.9	0.0	-0.3	6	96	-7
COc1cc(/C=N/NC(=O)c2ccc([N+](=O)[O-])cc2Cl)cc(Br)c1O	-2	4	3	1	-3.5	-0.1	2.2	-1	102	-4
CC1(C(=O)NCc2ccc(Cl)c(Cl)c2)Oc2cccnc2NC1=O (stereo not drawn)	-3	-1	-2	2	-1.2	0.4	-0.6	0	97	5
CSc1ccc2nnc(-c3cccc(F)c3)n2n1	7	2	10	4	0.0	0.1	-1.7	1	90	-11
Cc1cccc(CN2CCN(C3CN(Cc4cn(Cc5ccc(Cl)cc5)nn4)S(=O)(=O)C3)CC2)c1 (stereo not drawn)	7	nt	nt	0	nt	-0.1	0.0	12	94	nt
CC1CCC2(CC1)NC(=O)N(CC(=O)N1CCN(S(=O)(=O)c3ccccc3)CC1)C2=O (stereo not drawn)	0	-4	13	5	-0.8	-0.4	-0.2	2	96	3
CN(C)CCCNc1cc(C(C)(C)C)nc2c(-c3ccccc3)cnn12	7	-6	8	6	3.9	0.4	-0.7	-13	92	10
CCC(C)(C)NC(=O)C(c1ccco1)N(C(=O)c1csnn1)c1cccc(F)c1 (stereo not drawn)	8	1	9	2	1.7	-0.1	-1.8	-1	100	-1
CC1(C)C[C@H]2C3=CCC4[C@@]5(C)CC[C@H](O[C@@H]6O[C@H](C(=O)O)[C@@H](O)[C@H](O)[C@H]6O)[C@@](C)(CO)C5CC[C@@]4(C)[C@]3(C)C[C@H](O)[C@@]2(CO)[C@@H](O)[C@@H]1O (stereo partly drawn)	-4	2	3	8	-0.5	0.2	0.8	-1	99	19
CCN(c1ccccc1)S(=O)(=O)c1cccc(C(=O)NCCN2CCOCC2)c1	1	0	0	12	-1.9	0.3	2.6	2	98	-2
Cc1ccc(C2(c3noc(CN(C)CCO)n3)CCCC2)cc1	-3	-1	4	5	-0.5	-0.3	-0.1	6	92	3
O=C(CSc1nnc(-c2cnccn2)n1Cc1ccco1)c1ccccc1	5	-2	21	0	0.5	0.1	-0.4	2	97	-2
CCCc1c(-c2cccc(Cl)c2)ncn1Cc1cccc(-c2ccccc2)c1	-13	nt	nt	10	nt	1.2	nt	-7	nt	nt
O=C(Nc1cccc(F)c1)C1CCN(C(=O)c2ccccc2Cl)CC1	2	0	5	4	-2.6	0.1	1.5	3	93	3
NC(=O)Nc1ccc(C(=O)OCC(=O)NC2CCCCC2)cc1	5	3	-1	-2	1.0	-0.3	0.8	0	92	12
Cc1cc(C)cc(C(=O)N2CC(=O)Nc3ccccc32)c1	-3	16	-2	30	-0.1	-0.4	-0.3	-1	97	-23
CCC1(C)Cc2c(sc3[nH]c(=S)[nH]c(=S)c23)CO1 (stereo not drawn)	-3	1	5	-10	-1.0	0.0	0.6	6	89	13
O=C(NCCc1ccccc1)c1ccccc1SCC(=O)N1CCCC1	1	-3	-1	0	-2.3	-0.2	-0.3	0	96	3
O=C(NCCOC(=O)c1ccc(Cl)c(S(=O)(=O)N2CCCCC2)c1)c1ccncc1	-3	-3	0	-3	2.7	0.5	-0.4	3	89	8
COCCNC(=O)Cn1nc(C(F)(F)F)cc1C	1	1	5	-1	-1.4	0.1	-1.4	1	98	7
Cc1cc(N2CCC(C)CC2)c(F)cc1[N+](=O)[O-]	6	1	-16	-2	0.8	0.0	2.0	-1	101	0
Cn1c2ccccc2c2cc(C(=O)NNC(=O)CCl)sc21	-6	-3	-7	7	-1.9	-0.2	-0.7	-2	96	-2
COC(=O)c1sc(NC(=O)COc2ccc(C)cc2)nc1C	-5	2	0	3	1.5	-0.2	0.6	1	85	2
CCOc1ccccc1NC(=O)CCN1CCN(S(=O)(=O)c2ccc(Br)cc2)CC1	13	-2	-8	-1	2.3	-0.1	6.9	17*	89	-4
CC(=O)OC(C(=O)Nc1nncs1)c1ccccc1 (stereo not drawn)	4	2	2	5	nt	-0.1	0.3	-1	103	nt
COc1ccc(C(=O)NCCN2CCOCC2)cc1[N+](=O)[O-]	-7	1	-3	2	-0.1	0.1	-0.6	4	101	24
Cc1cccc(N(C)S(=O)(=O)c2ccc3c(c2)C(C)(C)C(=O)N3C)c1	-3	-2	13	6	1.2	-0.2	2.9	2	97	-1
Cc1ccc(C(=O)OCC(=O)N(C)C2CCS(=O)(=O)C2)cc1[N+](=O)[O-] (stereo not drawn)	2	-1	-4	-1	-2.7	0.2	-0.8	1	92	-2
C=CCn1c(SCC(=O)NC2CC2)nc2ccccc2c1=O	-3	6	0	10	-0.8	0.2	4.1	-4	96	1
O=C(OCC(=O)N1CCN(C(=O)c2ccco2)CC1)c1sc2ccccc2c1Cl	-4	0	6	-2	-1.5	-0.1	-0.8	-1	98	-1
CC(=O)c1c(N2CCN(CCO)CC2)nc(=S)n(-c2ccccc2)c1C	-6	2	4	4	4.2	0.1	0.8	-1	99	20
Cc1csc(NC(=O)CSc2nnc(-c3cc(C)on3)o2)n1	-5	5	0	1	-0.7	0.2	0.9	5	109	4
COCc1nnc(NC(=O)c2ccccc2[N+](=O)[O-])s1	-1	1	4	6	-0.4	0.1	-0.2	2	102	10
CC(=O)Nc1ccc(OCC(O)CN2C(C)CCCC2C)cc1 (stereo not drawn)	-7	1	1	-2	-1.9	-0.1	0.2	0	105	-2
CC(C)(C)NC(=O)CN(C(=O)Cn1nnc(-c2ccc(Cl)cc2)n1)C1CCN(Cc2ccccc2)CC1	7	-5	-3	0	1.4	3.4	-0.7	-8	91	-2

A draw from above in order of heavy-atom count, smallest number first.
SMILES	ABHD5-PLIN5 inh	Glyco luc inh	H9c2 protect	Granule exo inh	MC4R ag barr	aDG glyco act	iPSC survival up	m5-HT2A agonist	ABCB6 inh 2	MC4R antag cAMP
CC(=O)OC(C(=O)Nc1nncs1)c1ccccc1 (stereo not drawn)	4	2	2	5	nt	-0.1	0.3	-1	103	nt
C=CCn1c(SCC(=O)NC2CC2)nc2ccccc2c1=O	-3	6	0	10	-0.8	0.2	4.1	-4	96	1
CC(=O)Nc1ccc(OCC(O)CN2C(C)CCCC2C)cc1 (stereo not drawn)	-7	1	1	-2	-1.9	-0.1	0.2	0	105	-2

The results go on.
SMILES	ABHD5-PLIN5 inh	Glyco luc inh	H9c2 protect	Granule exo inh	MC4R ag barr	aDG glyco act	iPSC survival up	m5-HT2A agonist	ABCB6 inh 2	MC4R antag cAMP
COc1ccccc1-c1cc2nc(NCCc3ccncc3)ccn2n1	2	0	-2	2	0.0	-0.1	-0.7	-2	91	3
CCN1CCN(Cc2c3ccccc3cc3ccccc23)CC1	0	4	-1	12	-1.2	0.6	1.8	-3	105	-2
CS(=O)(=O)c1cccc(C(=O)Nc2cccc(S(=O)(=O)N3CCCC3)c2)c1	-1	0	2	-22	-1.4	-0.2	-0.3	1	101	6
O=C(COC(=O)c1cnccn1)c1ccc(Cl)c([N+](=O)[O-])c1	4	3	0	-5	-2.8	0.8	1.7	-1	98	-1
O=C(NC1CCCCC1)C1CCCN1C(=O)Nc1ccccc1 (stereo not drawn)	4	1	-2	0	-1.4	0.1	-0.5	3	97	3
CCOC(=O)c1nn(-c2ccccc2)c(=O)cc1OCC(=O)Nc1cc(C)ccc1C	-5	1	-3	1	-2.2	0.1	1.0	3	90	12
